Assay outcomes deposited in PubChem BioAssay by The Scripps Research Institute Molecular Screening Center.
PREPL inh = human PREPL enzyme inhibition; Q4J6C6; recombinant PREPL, fluorescence polarization activity-based probe; inhibition, % at 5.96 µM; 0.68% of 320,000 active; AID 2751; in the data active = inhibition above about 43%;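 note: 0% = enzyme with DMSO and 100% = wells lacking enzyme; many of its hits are not listed in these tables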
GSTO1 counter = counter-screen for RBBP9 inhibitors: inhibitors of human GSTO1 | P78417 | recombinant GSTO1, activity-based probe fluorescence polarization | inhibition, % at 5.96 µM | 1.1% of 300,000 active | AID 1974;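 active = inhibition above the campaign mean inhibition plus 3 SD, cut at about 35% in these data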;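 note: 0% = GSTO1-1 with DMSO and 100% = wells lacking GSTO1-1 enzyme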
pPAFAH inh = pPAFAH (human) enzyme inhibition. 1.5% of 330,000 active. inhibition, % at 3.39 µM. recombinant pPAFAH, FP-rhodamine probe fluorescence polarization;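 active = inhibition above the mean inhibition across the screen plus 3 SD, cut at about 25% in these data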;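 note: inhibitors block binding of the rhodamine activity-based probe so polarization drops; 0% = enzyme with DMSO and 100% = wells lacking pPAFAH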
PAFAH1B2 FP inh = inhibitors of human PAFAH1B2. P68402. recombinant PAFAH1B2, FP-rhodamine activity probe, fluorescence polarization. inhibition, % at 3.39 µM. 1.2% of 340,000 active. AID 492953;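 active = inhibition above the mean of all tested compounds plus 3 SD, cut at about 24% in these data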;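 note: 0% = enzyme with DMSO and 100% = wells lacking PAFAH1B2; many of its hits are not listed in these tables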
Target sequence (P68402 whole entry, looked up): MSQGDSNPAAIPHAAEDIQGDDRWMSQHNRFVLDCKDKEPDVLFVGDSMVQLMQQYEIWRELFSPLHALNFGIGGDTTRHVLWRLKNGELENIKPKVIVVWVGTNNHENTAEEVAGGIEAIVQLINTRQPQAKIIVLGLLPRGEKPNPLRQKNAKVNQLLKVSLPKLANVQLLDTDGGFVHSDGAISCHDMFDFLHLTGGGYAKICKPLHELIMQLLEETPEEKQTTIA
LYPLA1 inh = LYPLA1 (human) inhibition in PME1 counter-screen; recombinant LYPLA1, FP-Rh probe fluorescence polarization; 0.16% of 320,000 active; inhibition, % at 5.9 µM; O75608;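 active = inhibition above the mean of all tested compounds plus 3 SD, set per campaign, cut at about 14% in these data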;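 note: inhibitors block serine hydrolase probe labeling of LYPLA1 so polarization falls; 0% = enzyme with DMSO and 100% = wells lacking LYPLA1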
PME-1 primary = blocks human protein phosphatase methylesterase 1. AID 2130. 0.53% of 320,000 active. recombinant PME-1, FP-Rh probe fluorescence polarization. inhibition, % at 5.9 µM;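 active = inhibition above the campaign mean of all compounds plus 3 SD, cut at about 26% in these data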;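 note: competitive labeling of PME-1 active site by serine hydrolase directed probe; 0% = PME-1 with DMSO and 100% = wells lacking PME-1 enzyme; inhibitors block probe labeling so polarization falls and inhibition rises; many of its hits are not listed in these tables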
Target sequence (Q9Y570 whole entry, looked up): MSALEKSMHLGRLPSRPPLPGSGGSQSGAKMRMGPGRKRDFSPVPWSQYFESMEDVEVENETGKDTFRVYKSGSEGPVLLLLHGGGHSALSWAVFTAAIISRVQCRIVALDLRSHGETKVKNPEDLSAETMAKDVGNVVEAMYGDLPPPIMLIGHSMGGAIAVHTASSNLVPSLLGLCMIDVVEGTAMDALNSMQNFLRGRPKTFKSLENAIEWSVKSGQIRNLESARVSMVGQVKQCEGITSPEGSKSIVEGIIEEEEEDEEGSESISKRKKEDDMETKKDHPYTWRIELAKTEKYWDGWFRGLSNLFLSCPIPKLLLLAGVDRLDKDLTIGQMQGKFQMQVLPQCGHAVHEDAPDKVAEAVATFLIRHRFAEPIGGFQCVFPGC
LYPLA2 counter = counter-screen for PME1 inhibitors: inhibitors of human LYPLA2 | O95372 | recombinant LYPLA2, FP-Rh probe fluorescence polarization | inhibition, % at 5.9 µM | 0.38% of 320,000 active | AID 2177;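 active = inhibition above the screen-wide mean plus 3 SD, limit set per campaign, cut at about 26% in these data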;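 note: 0% = LYPLA2 with DMSO and 100% = wells lacking LYPLA2 enzyme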
Target sequence (O95372 whole entry, looked up): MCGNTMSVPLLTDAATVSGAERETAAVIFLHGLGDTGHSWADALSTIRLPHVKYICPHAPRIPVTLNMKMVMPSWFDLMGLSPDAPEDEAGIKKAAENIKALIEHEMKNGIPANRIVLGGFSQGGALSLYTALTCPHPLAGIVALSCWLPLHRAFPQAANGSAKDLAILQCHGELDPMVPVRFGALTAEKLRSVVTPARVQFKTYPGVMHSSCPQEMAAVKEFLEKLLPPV
PAD4 FP inh = inhibitors of human PAD4; recombinant PAD4, RCA probe fluorescence polarization; inhibition, % at 6.36 µM; 0.41% of 330,000 active; AID 485272;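 active = percent inhibition above a cutoff equal to the mean of all tested compounds plus 3 SD, cut at about 15% in these data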;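 note: 0% = PAD4 with RCA probe and DMSO and 100% = probe without PAD4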
PAFAH1B3 FP inh = inhibitors of human PAFAH1B3. Q15102. inhibition, % at 3.39 µM. recombinant PAFAH1B3, FP-rhodamine probe, fluorescence polarization. AID 492972. 0.28% of 340,000 active;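 active = inhibition above the screen-wide average of all tested compounds plus 3 SD, cut at about 25% in these data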;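 note: 0% = enzyme with DMSO only and 100% = wells lacking PAFAH1B3 protein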
Numbers without * were called inactive; x = no result given. The list is partial; rates above refer to the full screens.

nr	Structure	LYPLA1 inh	PME-1 primary	PREPL inh	pPAFAH inh	LYPLA2 counter	PAFAH1B2 FP inh	PAFAH1B3 FP inh	PAD4 FP inh	GSTO1 counter
1	CCCCOP(=O)(c1ccc(N(C)C)cc1)C(O)c1ccccc1F (centres undefined)	-4	-3	0	-5	-10	0	4	1	3
2	CCOc1cc(/C=N/NC(=O)c2cccnc2)ccc1OC(=O)c1ccco1	-3	-2	13	-1	7	1	8	-5	6
3	O=C(Nc1ccc(C(=O)N2CCN(c3ccccn3)CC2)cc1)c1ccc(Br)o1	-3	-4	10	2	-6	3	-8	-5	-4
4	Cc1cc(=O)oc2cc(NC(=O)c3ccc(OC(F)F)cc3)ccc12	3	-3	-6	-1	8	6	9	1	-1
5	O=C(/C(=C\c1ccccc1)c1nc2ccccc2[nH]1)c1ccc(Cl)cc1	-32	-37	-9	-11	-49	-3	4	4	-4
6	O=C(Cc1ccc(Cl)cc1)Nc1ccc(N2CCN(C(=O)c3ccco3)CC2)c(Cl)c1	-4	3	54*	5	-1	7	7	-5	-20
7	c1csc(-c2cnc3n2CCCC3)c1	5	-5	8	-1	4	0	5	-2	2
8	CCC(C)N1CCN(C(=O)c2cccs2)CC1 (centres undefined)	-2	-7	21	0	0	2	3	-1	5
9	C/C(N)=C(/C#N)C(=O)CSc1nc(-c2ccccc2)c(-c2ccccc2)o1	1	-4	29	12	7	0	-4	-1	13
10	Cc1ccc2c(c1)C(c1ccccc1)N(C(=O)c1cccc([N+](=O)[O-])c1)CC(=O)N2 (centres undefined)	-2	3	3	7	15	5	4	-3	-4
11	CCOc1cc(C2NC(=S)NC(C)=C2C(=O)Nc2ccccc2)ccc1O (centres undefined)	2	0	6	2	-1	4	-1	-2	-3
12	COc1ccc([N+](=O)[O-])cc1NC(=O)CSCc1ccccc1	1	8	-1	-3	7	5	1	4	1
13	O=C1CN(S(=O)(=O)c2ccc(Cl)cc2C(F)(F)F)CCN1	-1	0	7	1	-1	2	0	0	5
14	Cc1c(OC(C)C(=O)NCc2ccccn2)ccc2c3c(c(=O)oc12)CCCC3 (centres undefined)	-1	-1	9	4	8	3	12	0	-4
15	CC1CCN(C(=O)c2ccc3ccccc3c2)CC1	1	9	-1	1	9	-6	9	0	4
16	Cc1csc(NC(=O)CN(C)S(=O)(=O)c2cccc3cccnc23)n1	1	-1	-4	2	1	-2	3	-1	2
17	CC(C)(C)c1ccc(C(=O)N2CCC(C(=O)NC3CC3)CC2)cc1	-3	3	0	6	4	3	-4	-2	4
18	Cc1cccc(CCN=c2c([N+](=O)[O-])nn(-c3ccccc3)n2O)c1	-1	1	8	8	-3	-1	-3	-3	-2
19	Cc1ccc(S(=O)(=O)N2CCCC(C(=O)NCC3COCCO3)C2)cc1 (centres undefined)	1	-4	-5	4	-1	8	12	-1	-1
20	COCCCNC(=O)CN(C1CCCCC1)S(=O)(=O)c1ccc(C)cc1	5	2	-2	5	2	1	6	-1	4
21	O=C(Nc1cccc(-c2cc3ccccc3oc2=O)c1)c1ccc(Br)o1	-22	-26	-26	-9	-34	-11	4	-5	-24
22	CC[n+]1c(/C=C/c2cc([N+](=O)[O-])ccc2O)ccc2ccccc21	-3	-2	36	7	2	12	6	-3	10
23	CCn1c2ccccc2c2nnc(SCC(=O)NCCOC)nc21	4	3	4	2	7	7	5	5	4
24	Cc1nc(N2CCOCC2)nc(N2CCC(C)CC2)c1[N+](=O)[O-]	0	-3	7	-1	-8	1	-1	1	-4
25	C/C(=N/NC(=O)c1ccoc1C)c1cccc(NC(=O)C2CC2)c1	4	0	3	7	-2	-1	10	0	5
26	Cc1ccc(CN2CCc3c(OCC(=O)Nc4cc(C)ccc4C)cccc3C2=O)cc1	-5	-11	6	-14	-4	x	x	1	1
27	CCn1nc(C)c(NC(=O)c2ccc(Br)o2)c1C	5	0	1	2	7	1	11	-2	-4
28	CCOC(=O)/C=C1\NC2(CCCCC2)Cc2cc(OC)c(OC)cc21	1	-6	7	1	7	-2	8	3	-3
29	CCC(C)Cn1c(S(=O)(=O)O)nc2ccccc21 (centres undefined)	0	-2	3	4	6	6	3	-1	0
30	CCOc1ccccc1NC(=O)C(NCC1(N2CCCCC2)CCCCC1)c1ccccc1 (centres undefined)	0	3	14	3	5	-1	7	-2	-4
31	CN(CCO)c1ccc(/C=N/Nc2nncc3ccccc23)cc1	3	6	17	8	3	2	7	3	6
32	CCOC(=O)N1CCN(C(=O)Cn2ncn3nc(-c4cccs4)cc3c2=O)CC1	-4	7	5	1	2	-1	4	-1	9
33	CCOc1ccc(-c2c(C(=O)N/N=C/c3ccc(OC)cc3)nnn2-c2nonc2N)cc1	-10	-17	-12	-7	-27	2	-2	1	-1
34	CCCCc1nnc(SCc2ccc(OCC)cc2)n1N	0	-2	-2	4	-3	-2	4	-3	7
35	Cc1ccc(S(=O)(=O)NC2=NCN(CCOC(=O)c3ccc([N+](=O)[O-])cc3)CN2)cc1	1	-2	5	8	4	-2	-3	4	-9
36	Cc1ccc(S(=O)(=O)c2nnn3c2nc(N2CCN(c4ccccn4)CC2)c2ccccc23)cc1C	-1	-1	-20	5	0	0	8	-4	5
37	COc1cc2c(cc1OC)C(c1ccccc1)N(S(C)(=O)=O)CC2 (centres undefined)	-1	-1	0	4	-2	10	9	-2	-5
38	COc1ccc(C2=CSC3=NCCN23)cc1Cl	1	-3	3	4	0	1	3	7	2
39	Cc1ccc(NS(=O)(=O)c2cc(N)ccc2Cl)c(C)c1	-3	9	6	7	-4	6	6	1	8
40	CN(CC(=O)NCCc1ccc(F)cc1)Cc1cccs1	-5	5	3	5	-2	2	3	0	4
41	CCCCN(CCCC)CC(O)COc1ccc(Br)cc1 (centres undefined)	6	-3	13	-6	5	0	-3	0	-2
42	CSCCOC(=O)C1=C(C)NC(=O)CC1c1ccccc1Cl (centres undefined)	5	6	3	2	8	9	9	1	-4
43	Cc1cc(NC(=O)CSc2ncnc3ccccc23)no1	2	-1	-5	3	2	1	0	10	5
44	O=C(NCCCn1ccnc1)c1cc(-c2ccccc2)on1	2	7	7	3	7	4	-3	-1	1
45	CC(O)C(O)C(O)C(O)/C=N/NC(=O)c1ccccc1 (centres undefined)	2	3	4	-2	7	1	0	5	0
46	COc1ccc(CNc2nnnn2C)c(OC)c1	1	-2	-9	3	4	1	4	0	3
47	COC(=O)C(C(=O)OC)c1ccc(-n2cccc2)cc1	0	-2	16	2	3	0	-4	-5	-6
48	CC(=O)Nc1ccc(NC(=O)C(C)OC(=O)CC2CCCC2)cc1 (centres undefined)	-3	-5	0	-4	-10	-1	-12	2	2
49	O=C(Nc1ccc(S(=O)(=O)Nc2nccs2)cc1)C(F)(F)F	-2	1	4	5	-2	-4	6	1	4
50	Cc1cccc(C)c1NC(=O)c1cc(S(=O)(=O)N2CCOCC2)ccc1F	-3	3	10	0	-1	10	2	2	6
51	CN(c1ccccc1)S(=O)(=O)c1ccc(NC(=S)NC(=O)C2CC2)cc1	0	5	-5	-1	2	4	0	0	-6
52	CC(=O)Nc1ccc(S(=O)(=O)N2CCN(S(=O)(=O)N3CCC(C)CC3)CC2)cc1	-4	-2	0	4	-2	2	-1	-1	5
53	CN(C)CCCN(C(=O)C1COc2ccccc2O1)c1nc2ccc(F)cc2s1 (centres undefined)	3	3	-8	5	13	5	9	0	8
54	O=C(CN1C(=O)COc2ccccc21)NCCN1CCC(Cc2ccccc2)CC1	-4	-4	14	8	2	5	-4	-2	-1
55	CC(C)(C)OC(=O)N1CCC(c2c(C(=O)O)cnn2-c2ccc(Cl)cc2)CC1	1	3	3	11	6	15	-1	5	-3
56	CC(=O)C1=C(O)C(=O)N(Cc2ccccc2)C1c1ccco1 (centres undefined)	2	-7	4	4	-3	6	7	-13	12
57	CC(C)CNS(=O)(=O)c1cc(C(=O)N2CC(C)OC(C)C2)c(Cl)cc1Cl (centres undefined)	0	1	9	-4	-2	1	10	-5	0
58	CCN(Cc1ccccc1)C(=O)CSc1nncn1C	2	-1	2	1	2	0	3	-1	12
59	Cn1cc(Cl)c(C(=O)N/N=C/c2ccc3c4c(cccc24)CC3)n1	-5	-37	12	-12	-21	-3	-13	-2	-18
60	O=C(CCCc1ccccc1)NC1CC1	-2	-12	-5	3	6	-2	-2	-1	1

Part of the list above in a different format:
#18 Cc1cccc(CCN=c2c([N+](=O)[O-])nn(-c3ccccc3)n2O)c1
- LYPLA1 inh: -1
- PME-1 primary: 1
- PREPL inh: 8
- pPAFAH inh: 8
- LYPLA2 counter: -3
- PAFAH1B2 FP inh: -1
- PAFAH1B3 FP inh: -3
- PAD4 FP inh: -3
- GSTO1 counter: -2
#59 Cn1cc(Cl)c(C(=O)N/N=C/c2ccc3c4c(cccc24)CC3)n1
- LYPLA1 inh: -5
- PME-1 primary: -37
- PREPL inh: 12
- pPAFAH inh: -12
- LYPLA2 counter: -21
- PAFAH1B2 FP inh: -3
- PAFAH1B3 FP inh: -13
- PAD4 FP inh: -2
- GSTO1 counter: -18
#50 Cc1cccc(C)c1NC(=O)c1cc(S(=O)(=O)N2CCOCC2)ccc1F
- LYPLA1 inh: -3
- PME-1 primary: 3
- PREPL inh: 10
- pPAFAH inh: 0
- LYPLA2 counter: -1
- PAFAH1B2 FP inh: 10
- PAFAH1B3 FP inh: 2
- PAD4 FP inh: 2
- GSTO1 counter: 6

More results follow.
nr	Structure	LYPLA1 inh	PME-1 primary	PREPL inh	pPAFAH inh	LYPLA2 counter	PAFAH1B2 FP inh	PAFAH1B3 FP inh	PAD4 FP inh	GSTO1 counter
61	CC1CC(=S)Nc2ccccc2N1C(=O)Nc1ccccc1 (centres undefined)	-2	-1	8	3	6	1	0	-1	10
62	COc1cccc(CNC(=O)CCCn2ncn3c(cc4occc43)c2=O)c1	-1	-2	10	1	-2	3	-1	4	6
63	O=C(NCCCn1ccnc1)c1ccc(N2CCCCCC2)c([N+](=O)[O-])c1	3	3	4	4	11	0	-3	-5	0
64	CC(C)(C)OC(=O)N/N=C/c1cc(N=Nc2ccccc2)ccc1O	-4	7	-1	7	1	2	10	-3	-2
